Assay outcomes: PubChem BioAssay, several laboratories
Glyco luc inh: blocks N-linked glycosylation in D54 reporter cells; hit rate 0.23% among 360,000; reporter increase, % at 12.5 µM; D54 ERlucT glycosylation luciferase reporter, 24 h; percent of 100 nM tunicamycin response;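 active = mean luciferase reporter signal, scaled so untreated is 0 and the glycosylation-blocking control 100, at or above a set limit in every replicate; inconclusive = mean reaches the limit but not every replicate does; inactive = mean below the limit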;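 note: luciferase carries N-glycosylation sites so blocking glycosylation raises the light; 0% = median of neutral control wells and 100% = median of 100 nM tunicamycin wells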
Vif inh: blocks HIV Vif function. hit rate 0.35% among 340,000. AID 602346. inhibition, % at 7.49 µM. HEK293T cells, Vif self-association by quenched fluorescence, imaging, 24 h; in the data active = inhibition above about 50%, passing the limit was not always enough; inconclusive = no clear call, values can overlap the other calls; inactive = below about 31%; note: some results filed as inactive read as strong as hits
iPSC survival up: increases survival of single human iPS cells. hiPSC single-cell survival, ATPlite luminescence; 100% = ROCK inhibitor wells, 0% = DMSO. hit rate 0.044% among 360,000. survival enhancement, % at 20 µM. AID 602274; in the data active = survival enhancement above about 18%;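 note: cells exposed to compounds for 16 hours before the ATP read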
H9c2 protect: protects H9c2 cardiomyocytes from peroxide injury. H2O2 injury protection, ATPLite, 2 h. protection from H2O2 cell death, % at 20 µM. AID 588492. hit rate 0.63% among 360,000;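 active = compounds giving at least 50% protection of heart cells from peroxide-induced death in the single-dose screen, raw or plate-pattern-corrected value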;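 note: 0% = DMSO wells with peroxide and 100% = DMSO wells without peroxide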
Exocytosis inh: lytic granule exocytosis inhibition; hit rate 0.66% among 360,000; AID 651702; TALL-104 LAMP-1 surface exposure, flow cytometry; cells stimulated with thapsigargin and PMA; inhibition, % at 10 µM;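 active = inhibition above about 55%, limit read from the data; inconclusive = no clear call, values can overlap the other calls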
CaV13 FRET inh: Disruptors of the CACNA1D IQ motif to Ca2+-dependent inactivation inhibitor domain association, primary screening, Förster resonance energy transfer in intact living …; hit rate 0.098% among 340,000; HEK cells, CFP/YFP FRET ICDI-IQ, plate reader, 10 min; percent FRET-ratio fall versus neutral wells; inhibition, % at 12.3 µM;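 active = mean replicate inhibition of at least 30% and at least 1% of replicates passing that level; inconclusive = only one of the two criteria is met; inactive = neither criterion is met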;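 note: 0% = median of the neutral control wells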
ABCB6 inh MLPCN: inhibitors of human ABC transporter ABCB6 | Q9NP58 | K562-ABCB6 porphyrin accumulation, flow cytometry, 1 h; stronger effect = lower value | fluorescence ratio to DMSO, % at 10 µM | hit rate 0.19% among 360,000 | AID 602162;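 active = fluorescence ratio to DMSO below 75%, the collection mean minus 3 SD; inconclusive = too few cells collected in the well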;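 note: signal is porphyrin accumulated inside mitochondria; 100% equals median channel fluorescence of DMSO control wells; lower ratio means ABCB6 inhibition with less porphyrin fluorescence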
HTR2A ag: agonists of mouse serotonin 5-HT2A receptor (HTR2A); P35363; CHO-K1 mHTR2A beta-arrestin complementation, luminescence; percent of 30 µM serotonin response; activation, % at 7.6 µM; hit rate 0.66% among 360,000;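 active = activation above a run cutoff, the mean activation of all tested compounds plus 3 SD, cut at about 14% in these data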;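 note: 0% = plate median of compound wells and 100% = 30 µM serotonin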
Target sequence (P35363 whole entry, looked up): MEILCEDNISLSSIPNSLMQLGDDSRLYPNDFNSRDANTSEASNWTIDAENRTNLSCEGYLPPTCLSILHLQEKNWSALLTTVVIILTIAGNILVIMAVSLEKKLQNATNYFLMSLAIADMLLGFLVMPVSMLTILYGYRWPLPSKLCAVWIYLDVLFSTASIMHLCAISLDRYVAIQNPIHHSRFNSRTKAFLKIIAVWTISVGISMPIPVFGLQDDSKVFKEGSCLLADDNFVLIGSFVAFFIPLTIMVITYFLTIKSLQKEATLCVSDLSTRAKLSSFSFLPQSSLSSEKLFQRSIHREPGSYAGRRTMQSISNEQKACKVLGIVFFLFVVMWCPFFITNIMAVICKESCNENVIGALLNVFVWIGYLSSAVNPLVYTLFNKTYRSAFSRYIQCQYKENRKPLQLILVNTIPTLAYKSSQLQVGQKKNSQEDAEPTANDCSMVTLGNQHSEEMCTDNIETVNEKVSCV
aDG glyco act: alpha-DG glycosylation activation. activation, % at 10 µM. hit rate 0.22% among 360,000. Pro5-aDG cells, alpha-DG glycosylation AlphaScreen (IIH6); 0% Pro5, 100% B10-LARGE cell signal;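 active = activation of at least 8% versus controls, or a plate z-score of at least 8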;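 note: Pro5 are CHO cells carrying HIG-tagged alpha-DG that lacks glycosylation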
PDI inh: PDI (human) enzyme inhibition; PDI insulin aggregation turbidity, A650, 90 min; inhibition, % at 10 µM; hit rate 0.052% among 350,000;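 active = mean inhibition across replicates of 30% or more, whatever share of single replicates reach that level; inconclusive = mean inhibition below 30% while every single replicate reaches 30%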;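 note: absorbance from insulin aggregation driven by PDI reduction with DTT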
Target sequence (P07237 whole entry, looked up): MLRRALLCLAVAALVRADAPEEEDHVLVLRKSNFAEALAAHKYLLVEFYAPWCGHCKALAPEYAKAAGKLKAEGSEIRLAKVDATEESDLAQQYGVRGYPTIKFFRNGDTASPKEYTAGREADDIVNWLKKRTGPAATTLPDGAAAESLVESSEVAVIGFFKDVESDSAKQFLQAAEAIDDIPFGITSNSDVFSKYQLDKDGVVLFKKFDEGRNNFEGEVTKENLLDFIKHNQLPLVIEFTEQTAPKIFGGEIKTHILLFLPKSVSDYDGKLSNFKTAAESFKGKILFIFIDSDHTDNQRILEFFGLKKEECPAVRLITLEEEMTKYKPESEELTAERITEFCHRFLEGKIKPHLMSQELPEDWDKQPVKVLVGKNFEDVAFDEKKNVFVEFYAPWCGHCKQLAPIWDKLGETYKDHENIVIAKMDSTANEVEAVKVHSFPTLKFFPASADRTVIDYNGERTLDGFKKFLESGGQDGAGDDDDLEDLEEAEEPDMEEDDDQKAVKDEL
* marks the source's active call; other numbers are inactive results; i = inactive; ? = inconclusive; nt = not tested or not shown.

SMILES	Glyco luc inh	Vif inh	iPSC survival up	H9c2 protect	Exocytosis inh	CaV13 FRET inh	ABCB6 inh MLPCN	HTR2A ag	aDG glyco act	PDI inh
O=C(CN(C(=O)c1csnn1)c1ccccc1Cl)NC1CCCC1	-0.4	-10.8	-0.5	1.3	-2.7	-2.9	100.0	6.2	-0.1	5.9
Nc1nnc(-c2ccccc2F)s1	4.5	5.4	-0.3	4.1	-0.7	-4.0	99.0	2.0	-0.2	10.0
Cc1sc2ncn3c(C)nnc3c2c1C	1.8	nt	-1.7	-9.3	-1.1	-5.0	105.0	1.4	0.0	9.7
O=C(Nc1ccc(N2CCCCC2)cc1)c1ccc2ccccc2n1	-1.4	-17.7	-0.6	-21.2	1.6	-2.8	136.0	-6.0	-0.8	1.6
CC1=C(C(=O)NCc2ccccn2)C2(CCC(C)CC2)OC1=O (stereo not given)	1.5	-2.6	-0.4	6.3	9.6	2.5	97.0	8.4	0.0	nt
NC(=O)CSc1nc2cc([N+](=O)[O-])ccc2n1-c1cccc(C(F)(F)F)c1	11.5	-3.4	6.3	-1.2	-10.0	-2.5	97.0	-0.6	-0.2	-3.2
O=C(CCc1ccccc1)Nc1cccc(-c2nnc(-c3ccco3)o2)c1	1.4	-29.1	4.4	23.5	7.4	-4.2	92.0	0.8	0.1	-0.2
CC1=C(C(=O)N2CCCCCC2)CC(CC(=O)NC(c2ccccc2)c2ccccc2)C(=O)N1Cc1ccccc1 (stereo not given)	-1.6	nt	3.5	-1.9	0.2	-3.5	94.0	2.4	0.0	nt
Cc1c(C(=O)c2ccc(N(C)C)cc2)c2ccccn2c1CCC#N	-3.5	-5.8	-0.1	6.9	-0.5	-6.9	97.0	-1.1	0.2	-4.7
Cc1nnc(SCC(=O)Nc2ccc(N3CCOCC3)cc2)n1-c1ccccc1	1.4	-3.5	0.7	7.2	-1.2	0.5	97.0	4.0	0.1	-1.2
Cc1c(N(C(=O)c2ccccn2)C2(C(=O)NC3CCCC3)CCCCC2)c(=O)n(-c2ccccc2)n1C	-0.5	1.2	-1.0	4.9	2.5	1.0	90.0	-0.4	-0.2	-1.0
Cc1cc(-c2cccnc2)c(C#N)c(SCC#N)n1	2.1	-0.1	5.1	-0.5	-1.0	-7.1	99.0	-3.4	-0.3	-2.8
COc1cc(/C=N/Nc2nc(-c3ccc(S(=O)(=O)N(C)C)cc3)cs2)ccc1O	-3.0	22.2	0.3	31.5	15.9	-4.3	91.0	5.0	0.0	-1.3
Cc1cc(S(=O)(=O)N2CCOCC2)ccc1OCC(=O)N1CCOCC1	-1.9	13.9	0.5	-1.3	-11.3	-4.4	100.0	3.7	0.1	-29.2
Cc1ccc(NC(=O)c2ccc(OCC3CCCO3)cc2)c(C)c1 (stereo not given)	1.6	1.4	-0.8	-1.9	-1.0	-15.1	95.0	-0.7	-0.3	1.4
O=C1CN(C(=O)CSc2nc3c(cnn3-c3ccccc3)c(=O)[nH]2)c2ccccc2N1	-0.5	31.8	-0.5	3.1	-10.6	-2.5	99.0	-1.1	0.5	-1.8
CN(C)CCCNC(=O)c1ccc(Cl)c(S(=O)(=O)N2CCCCCC2)c1	-2.2	10.4	0.0	10.7	-5.8	-5.5	87.0	2.0	0.2	-1.9
Cc1cccc(NC(=O)c2ccc3c(c2)C(=O)N(Cc2cccnc2)C3=O)c1C	3.9	-0.2	-0.2	4.2	2.7	-2.5	95.0	3.8	-0.1	-0.4
O=C(NCC1CC1)c1ccc2c3n(nc2c1)-c1ccc(Cl)cc1CO3	4.3	-9.7	-1.9	-3.4	0.3	-9.0	107.0	-0.8	-0.2	-2.2
Cc1oc(C(C)(C)C)cc1-c1cc(NC(=O)c2ccc([N+](=O)[O-])cc2)n[nH]1	1.0	1.5	-0.2	4.9	-1.0	-4.4	95.0	2.9	0.2	2.4
O=S(=O)(Nc1ccc(Cl)cc1)c1cccc2cccnc12	-3.8	8.4	-0.6	-5.7	3.7	-4.8	92.0	-2.9	0.1	-4.9
CN(C)c1ccc(/C=C2\N=C(c3ccc(Cl)c([N+](=O)[O-])c3)NC2=O)cc1	0.0	-0.8	-4.7	-0.7	0.6	-4.3	i	4.4	0.0	-10.5
COc1ccc(N2CCOCC2)c(NC(=O)c2cc3ccccc3o2)c1	-2.5	5.1	0.0	10.8	74.9*	-7.5	104.0	-2.9	0.1	-0.8
Cc1cc(C)cc(NC(=O)C(=O)NCc2ccccn2)c1	2.6	6.1	-1.3	2.8	0.5	-6.2	97.0	-1.3	-0.2	6.8
Cc1ccc(OCC(=O)NNC(=O)Cn2c(=O)cnc3ccccc32)cc1	1.4	-2.1	-0.4	-1.0	-1.8	-5.4	100.0	3.9	-0.1	-3.7
Next records follow:
SMILES	Glyco luc inh	Vif inh	iPSC survival up	H9c2 protect	Exocytosis inh	CaV13 FRET inh	ABCB6 inh MLPCN	HTR2A ag	aDG glyco act	PDI inh
Cc1nn(CC(=O)N2CCOCC2)c(=O)c2c1sc1ccccc12	-0.4	3.2	-0.2	3.8	-1.6	-2.2	99.0	3.3	0.0	8.1
CC(=O)Nc1ccc(C(=O)/C=C/c2ccc[nH]2)cc1	0.4	?	-0.7	-8.7	-1.9	-4.1	99.0	-4.0	0.1	4.4
Cc1c(CNC2CCCC2)c(C(=O)O)c(C)n1Cc1ccccc1	-2.2	-1.5	-2.0	-5.8	-2.8	-4.1	100.0	1.4	-0.1	3.7
Cc1cc(NC(=O)CCC(=O)N(c2ccccc2)C2(C(=O)NC3CCCCC3)CCCC2)no1	-0.8	0.3	0.9	-0.6	0.0	-4.8	97.0	-3.0	0.3	1.2
COc1cc2c(cc1OC)C[N+](C)(C)CC2	-6.0	-8.4	-0.9	0.4	15.7	nt	98.0	-3.0	0.1	nt
COc1ccc2c(OC)cc(-c3ccccc3)nc2c1	-0.3	10.5	-1.7	4.1	0.7	3.2	102.0	0.0	0.2	-6.0
S=C1SCCCN1Cc1ccc(Cl)cc1	-0.6	6.1	-1.6	-3.9	-2.5	-5.6	100.0	3.5	0.0	4.2
O=C(COc1ccc(F)cc1)Nc1nnc(-c2ccncc2)s1	-3.1	6.5	2.1	3.1	-0.7	7.8	90.0	-1.9	0.0	15.2
Cc1cc(C)c2nc(Nc3nc(CSc4nc5ccccc5[nH]4)cc(=O)[nH]3)nc(C)c2c1	0.3	-21.8	1.7	7.0	-0.9	-14.4	93.0	1.2	1.2	-4.1
Cc1ccc(-c2cnc3cc(C)nn3c2)cc1	-16.2	-0.5	-0.9	-17.8	0.5	7.4	100.0	-0.8	0.1	8.4
c1ccc(-n2nnnc2SCc2cn3ccccc3n2)cc1	0.4	-3.5	-2.8	4.0	2.3	-3.9	103.0	0.4	-0.1	-0.7
Cc1cc(C(=O)CN2C(=O)NC3(CCCc4sccc43)C2=O)c(C)n1-c1ccccc1 (stereo not given)	-2.3	-3.3	-0.2	-0.5	4.1	-12.3	101.0	7.6	-0.4	-2.1
COc1ccc(C(C)=O)cc1CSc1ccc(S(=O)(=O)N2CCOCC2)cn1	-5.6	7.0	-1.3	22.0	-5.3	-2.2	94.0	-1.8	0.0	-8.0
CC(C)(C)NC(=O)COC(=O)Cc1ccc(Cl)cc1	1.4	nt	-1.0	7.4	-2.4	-3.2	97.0	2.5	-0.2	-7.4
CCn1c(CNc2ccc(Cl)cc2)nnc1SCc1ccccc1	-4.3	-8.6	1.9	3.3	24.4	-4.2	91.0	-6.0	0.2	3.6
O=C(Nc1cccc(Oc2ccccc2)c1)c1ccc(-n2cncn2)c2ccoc12	-1.8	-1.2	-2.0	8.2	-2.1	-4.9	95.0	5.1	0.6	4.0
O=C1NC(=O)C2(CCCC2C(=O)O)N1 (stereo not given)	0.5	-2.0	-0.5	2.0	5.9	-17.9	100.0	6.9	-0.1	-2.2
Cc1ccc(C(=O)NCC(=O)Nc2ccc3c(c2)CCC3)cc1	0.1	4.1	4.8	-2.6	-0.1	-5.7	97.0	-4.1	0.2	-9.0
Cc1nnc(NC(=O)CSc2nnc3scc(-c4ccc(C)c(C)c4)n23)s1	1.7	-1.8	-2.3	12.2	3.0	-3.5	99.0	3.0	-0.1	-6.9
CCOc1cc(CNCc2ccccn2)ccc1OCC(=O)NC1CCCCC1	-2.3	nt	-1.2	-1.1	-6.2	nt	95.0	-1.5	0.1	-3.8
O=S(=O)(Nc1c(O)ccc2ccccc12)c1cccc2ccccc12	6.0	-12.6	1.5	-3.8	10.4	nt	105.0	3.8	0.6	-1.9
CN(c1ccc(F)cc1)S(=O)(=O)c1ccc(Cl)c(C(=O)OCC(=O)NC2CC2)c1	2.2	-5.7	-0.4	-0.9	-2.8	-5.5	95.0	2.9	0.2	-2.8
O=C(NC1CCCCC1)C1CCCN(S(=O)(=O)c2ccc(F)cc2)C1 (stereo not given)	-1.9	5.3	0.3	-1.1	9.9	-5.8	105.0	-1.3	-0.1	-3.8
O=C(CS(=O)(=O)c1c[nH]c2ccccc12)N1CCCCCC1	1.4	2.7	2.8	9.3	-1.6	-2.2	99.0	-4.8	0.0	8.3
COC(=O)CNC(=O)c1sc2ncn(CC(=O)Nc3ccc(C)c(Cl)c3)c(=O)c2c1C	17.6	-0.4	-1.0	0.2	-0.1	2.5	94.0	0.6	0.2	-4.6
The list goes on:
SMILES	Glyco luc inh	Vif inh	iPSC survival up	H9c2 protect	Exocytosis inh	CaV13 FRET inh	ABCB6 inh MLPCN	HTR2A ag	aDG glyco act	PDI inh
COc1cc(OC)c(C(=O)Nc2ncn[nH]2)cc1OC	3.4	1.6	4.1	13.8	-0.5	nt	91.0	2.8	0.1	20.8
Nc1nnc(CCCCCCCCCCc2nnc(N)s2)s1	-0.6	-0.2	-0.7	-7.0	-6.7	4.2	105.0	-1.5	1.6	1.6
CCC(C(=O)NCCCN1CCN(C)CC1)n1nc(C)n2c(cc3occc32)c1=O (stereo not given)	1.3	-1.6	-0.3	-2.6	10.8	-2.0	97.0	1.4	-0.1	2.7
CCOC(=O)CC(S(=O)(=O)c1ccccc1)S(=O)(=O)c1ccccc1	7.2	nt	-0.9	-20.9	33.1	-5.2	104.0	2.4	-0.4	-13.9
CC(C)=CC(=O)Nc1cccc(S(=O)(=O)NC2=NCCCCC2)c1	1.7	-2.6	0.1	1.4	2.6	-5.5	96.0	6.5	0.3	-1.7
COc1ccc(NC(=O)COc2ccc(-n3cnnn3)cc2)cc1OC	0.2	-15.0	-0.5	-9.4	0.3	-7.4	102.0	2.1	-0.1	-1.3
O=C(c1ccco1)n1c(=S)nc2ccccn21	-4.6	-2.9	-2.2	-12.6	-0.1	-2.7	110.0	-1.8	0.2	-0.6

Compounds listed so far containing a COOH group:
SMILES	Glyco luc inh	Vif inh	iPSC survival up	H9c2 protect	Exocytosis inh	CaV13 FRET inh	ABCB6 inh MLPCN	HTR2A ag	aDG glyco act	PDI inh
Cc1c(CNC2CCCC2)c(C(=O)O)c(C)n1Cc1ccccc1	-2.2	-1.5	-2.0	-5.8	-2.8	-4.1	100.0	1.4	-0.1	3.7
O=C1NC(=O)C2(CCCC2C(=O)O)N1 (stereo not given)	0.5	-2.0	-0.5	2.0	5.9	-17.9	100.0	6.9	-0.1	-2.2
